aDG glyco up = alpha-DG glycosylation activation | Pro5-aDG cells, alpha-DG glycosylation AlphaScreen (IIH6); 0% Pro5, 100% B10-LARGE cell signal | activation, % at 10 µM | 360,000 tested, 0.22% active | AID 624168;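 active means activation of at least 8% versus controls, or a plate z-score of at least 8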;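 further: Pro5 are CHO cells carrying HIG-tagged alpha-DG that lacks glycosylation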
hiPSC survival = hiPSC single-cell survival enhancement. ATPlite luminescence; 100% = ROCK inhibitor wells, 0% = DMSO. survival enhancement, % at 20 µM. 360,000 tested, 0.044% active. AID 602274; in the data active means survival enhancement above about 18%;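 further: cells exposed to compounds for 16 hours before the ATP read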
m5-HT2A agonist = agonists of mouse serotonin 5-HT2A receptor (HTR2A); CHO-K1 mHTR2A beta-arrestin complementation, luminescence; percent of 30 µM serotonin response; activation, % at 7.6 µM; 360,000 tested, 0.66% active; AID 624169;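 active means activation above a run cutoff, the mean activation of all tested compounds plus 3 SD, cut at about 14% in these data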;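 further: 0% = plate median of compound wells and 100% = 30 µM serotonin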
Target sequence (P35363 whole entry, looked up): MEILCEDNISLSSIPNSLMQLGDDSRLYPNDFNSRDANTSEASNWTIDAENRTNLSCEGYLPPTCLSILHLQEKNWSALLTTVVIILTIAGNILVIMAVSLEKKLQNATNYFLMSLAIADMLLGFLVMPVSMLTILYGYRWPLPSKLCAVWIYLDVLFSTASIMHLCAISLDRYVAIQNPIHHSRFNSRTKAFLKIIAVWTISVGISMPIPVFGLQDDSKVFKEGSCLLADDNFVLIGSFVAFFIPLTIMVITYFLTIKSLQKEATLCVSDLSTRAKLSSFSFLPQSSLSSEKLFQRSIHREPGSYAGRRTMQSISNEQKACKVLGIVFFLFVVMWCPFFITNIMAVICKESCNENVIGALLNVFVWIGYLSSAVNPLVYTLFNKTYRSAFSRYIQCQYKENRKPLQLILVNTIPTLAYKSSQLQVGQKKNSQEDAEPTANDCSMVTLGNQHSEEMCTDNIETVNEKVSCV
Glyco luc inh = N-linked glycosylation inhibition; D54 ERlucT glycosylation luciferase reporter, 24 h; percent of 100 nM tunicamycin response; reporter increase, % at 12.5 µM; 360,000 tested, 0.23% active; AID 588692;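 active means mean luciferase reporter signal, scaled so untreated is 0 and the glycosylation-blocking control 100, at or above a set limit in every replicate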;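 further: luciferase carries N-glycosylation sites so blocking glycosylation raises the light; 0% = median of neutral control wells and 100% = median of 100 nM tunicamycin wells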
Granule exo inh = blocks lytic granule exocytosis | TALL-104 LAMP-1 surface exposure, flow cytometry; cells stimulated with thapsigargin and PMA | inhibition, % at 10 µM | 360,000 tested, 0.66% active | AID 651702;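 active means inhibition above about 55%, limit read from the data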
H9c2 protect = modulators protecting cardiomyocytes from myocardial damage; H9c2 cardiomyocytes, H2O2 injury protection, ATPLite, 2 h; protection from H2O2 cell death, % at 20 µM; AID 588492; 360,000 tested, 0.63% active;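 active means compounds giving at least 50% protection of heart cells from peroxide-induced death in the single-dose screen, raw or plate-pattern-corrected value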;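 further: 0% = DMSO wells with peroxide and 100% = DMSO wells without peroxide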
MC4R ag barr = activates human MC4R beta-arrestin recruitment; activation, % at 8.9 µM; U2OS MC4R beta-arrestin complementation, luminescence; percent of melanotan II response, DMSO zero; 360,000 tested, 0.98% active; P32245; AID 540308;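 active means activation above a per-plate cutoff, the mean activation of sample wells on that plate plus 3 SD, cut at about 8% in these data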
Target sequence (P32245 whole entry, looked up): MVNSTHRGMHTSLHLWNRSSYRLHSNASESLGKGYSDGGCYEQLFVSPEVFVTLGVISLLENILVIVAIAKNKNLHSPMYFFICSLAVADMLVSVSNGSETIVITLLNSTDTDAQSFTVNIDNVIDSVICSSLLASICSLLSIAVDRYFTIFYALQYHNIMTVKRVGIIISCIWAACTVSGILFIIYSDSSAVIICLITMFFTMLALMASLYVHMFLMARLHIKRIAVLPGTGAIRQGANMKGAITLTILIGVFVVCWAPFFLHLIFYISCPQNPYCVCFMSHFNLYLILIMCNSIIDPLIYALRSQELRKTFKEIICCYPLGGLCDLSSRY
MC4R antag cAMP = blocks human MC4R cAMP signaling; P32245; MC4R-expressing cells, MTII-stimulated cAMP, LANCE TR-FRET; inhibition, % at 6.5 µM; 360,000 tested, 0.48% active;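 active means inhibition above its plate's cutoff, the mean of tested wells on that plate plus 3 SD, cut at about 29% in these data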;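 further: 0% = Melanotan II alone and 100% = Melanotan II plus saturating MCL0020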
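Assay system: U2OS-MC4R stable cell line; Also added: Melanotan II; Technique: Eu-cAMP/anti-cAMP TR-FRET, emission 671 nm; Times: 30-min compound, 1-h challenge, 1-h detection, room temperature.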
ABCB6 inh MLPCN = inhibitors of human ABC transporter ABCB6 | 360,000 tested, 0.19% active | Q9NP58 | fluorescence ratio to DMSO, % at 10 µM | K562-ABCB6 porphyrin accumulation, flow cytometry, 1 h; stronger effect = lower value;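 active means fluorescence ratio to DMSO below 75%, the collection mean minus 3 SD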;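 further: signal is porphyrin accumulated inside mitochondria; 100% equals median channel fluorescence of DMSO control wells; lower ratio means ABCB6 inhibition with less porphyrin fluorescence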
ABHD5-PLIN5 inh = ABHD5-PLIN5 protein interaction inhibition | Q00G26+Q8WTS1 | Split G. princeps luciferase complementation, luminescence, 4 h | inhibition, % at 4 µM | 360,000 tested, 0.78% active | AID 602281;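 active means inhibition above the mean inhibition across every tested compound plus 3 SD, cut at about 22% in these data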;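 further: 0% = DMSO only wells and the 100% control is not disclosed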
Starred values were filed as active, the others as inactive.

SMILES | aDG glyco up | hiPSC survival | m5-HT2A agonist | Glyco luc inh | Granule exo inh | H9c2 protect | MC4R ag barr | MC4R antag cAMP | ABCB6 inh MLPCN | ABHD5-PLIN5 inh
CCN(CCCNC(=O)COc1cc(=O)n(C)c2ccccc12)c1ccccc1 | -0.2 | 0.4 | 6 | 10 | -4 | 10 | -1.9 | 8 | 92 | 1
COC(=O)c1ccc(N2CCOCC2)c(NC(=O)c2cccnc2)c1 | 0.1 | -0.1 | 10 | 1 | -6 | 0 | -3.9 | 3 | 104 | 2
CC(=O)NCCC(=O)Nc1nc(C)c(Cc2ccc3c(c2)OCO3)s1 | 0.0 | -1.3 | -4 | 1 | -12 | 7 | -1.0 | 5 | 100 | 1
COC(=O)COc1ccc(S(=O)(=O)N2CCN(c3ccccc3)CC2)cc1 | 0.3 | 3.4 | 0 | 5 | 8 | -15 | -2.5 | 50* | 93 | -3
CCN(CC(=O)Nc1ccc(C(=O)Nc2ccc(OC)cc2)cc1)Cc1nc2ccccc2c(=O)[nH]1 | 0.1 | 0.8 | 2 | -7 | 0 | 29 | 2.1 | 19 | 103 | 0
Cn1c(N)c(C(=O)COC(=O)CNS(=O)(=O)c2cccc(Cl)c2)c(=O)n(C)c1=O | -0.2 | -0.4 | 2 | 2 | -2 | 3 | 0.7 | 7 | 100 | 4
CCN(C[C@H]1N[C@@](CC)(C(=O)OC)[C@H]2C(=O)N(Cc3ccccc3)C(=O)[C@@H]12)C(=O)Nc1ccc(OC)cc1 | 0.1 | 1.6 | -2 | 1 | -1 | -9 | -0.5 | 11 | 98 | 7
Cc1ccc(NC(=O)CSc2nc(=O)n(CCN(C)C)c3c2CCCC3)cc1Cl | -0.2 | -0.2 | -5 | -1 | 2 | 9 | 0.0 | -8 | 90 | 2
Cc1cc(C)cc(NC(=O)C2CCCN(S(=O)(=O)c3ccc4[nH]c(=O)ccc4c3)C2)c1 (stereo not drawn) | 0.8 | 3.0 | -3 | -1 | 1 | 15 | -1.8 | 9 | 100 | -5
O=C(N/N=C/c1ccccc1Br)c1ccc(CSc2cccc3cccnc23)cc1 | 0.4 | -0.7 | 0 | -3 | 30 | -1 | -1.8 | 3 | 99 | -5
Cc1ccc(C(OCC(O)CNC(CO)C(O)c2ccc([N+](=O)[O-])cc2)c2ccccc2)cc1 (stereo not drawn) | 0.7 | -0.3 | -4 | -5 | 21 | 4 | 1.8 | -2 | 95 | 1
COc1ccc(NC(=O)N(C2CCCCC2)C2CCN(C(C)C)CC2)c(OC)c1 | -0.3 | -0.6 | -6 | -2 | 70* | 12 | 0.5 | 7 | 97 | 7
COC(=O)C(=N/Nc1ccccc1C(=O)OC)/C(C)=N/O | 0.1 | 0.0 | 6 | 0 | 0 | 4 | 8.8* | -1 | 100 | 2
CCOCCCn1c(SCC(=O)NC2CCCCC2)nc2ccccc2c1=O | 0.3 | -2.0 | 4 | -1 | -3 | 7 | 2.6 | 8 | 96 | 7
CC1=NN(C(=O)c2ccccc2)C(O)(c2ccc(Br)cc2)C1 (stereo not drawn) | 0.1 | 0.3 | 2 | -2 | 0 | 19 | -0.7 | 15 | 96 | 3
Cc1ccc(-n2c(N)c(C#N)c(-c3ccccc3)c(C#N)c2=O)cc1 | -0.6 | -0.6 | 5 | 3 | -5 | -8 | 1.4 | 7 | 100 | -5
CC[C@]12c3[nH]c4ccccc4c3CCN1C(=O)C(CC(=O)NCc1cccc(C(F)(F)F)c1)C[C@@H]2C(=O)N1CCN(C(=O)c2ccco2)CC1 (stereo partly drawn) | 0.2 | -2.9 | 22* | 0 | -5 | -7 | -1.0 | 0 | 96 | 8
CCOC(=O)c1ccc(N2C(=O)C3ON(c4ccccc4)C(c4ccco4)C3C2=O)cc1 (stereo not drawn) | 0.3 | 0.9 | 2 | 0 | 19 | 22 | -0.1 | 1 | 104 | -4
Cc1ccc(N(CC(=O)NCC2CCCO2)S(C)(=O)=O)cc1Cl (stereo not drawn) | -0.3 | 3.3 | 4 | 1 | 1 | -9 | -0.1 | 0 | 101 | -3
CN(CC1CCN(CCc2cccc(C(F)(F)F)c2)CC1)C(=O)c1ccc(F)cc1 | 0.1 | -0.1 | -7 | 3 | 48 | -4 | 0.1 | -4 | 95 | 8
CC(=O)Nc1ccc(N2C(=O)CSC2c2cccc([N+](=O)[O-])c2)cc1 (stereo not drawn) | -0.2 | -0.3 | -3 | 0 | -4 | 2 | -0.4 | 8 | 95 | 2
CCC1=NN2C(=N)/C(=C\c3ccc(SCc4ccco4)o3)C(=O)N=C2S1 | 0.2 | 1.1 | -4 | 0 | 0 | 1 | 1.5 | 13 | 103 | 3
O=C(Nc1nnc(CCN2CCCCC2)s1)c1ccccc1 | 0.4 | -0.6 | -1 | -1 | -2 | 7 | -2.8 | 8 | 98 | 1
COc1ccc(NC(=O)c2ccc3c(c2)C(=O)N(CC2CCCO2)C3=O)c(OC)c1 (stereo not drawn) | 0.1 | -0.3 | 4 | 5 | -13 | 0 | 0.6 | 3 | 93 | -13
O=C(COC(=O)C12CC3CC(CC(O)(C3)C1)C2)Nc1ccccc1OC(F)F | -0.1 | -1.3 | -3 | 2 | 0 | -2 | -0.8 | 1 | 91 | -7
O=C(NCC(c1ccco1)N1CCN(c2ccccc2)CC1)c1ccc2c(c1)OCO2 (stereo not drawn) | 0.0 | 0.7 | 0 | -3 | -1 | -2 | 0.4 | 1 | 98 | -1
O=S(=O)(Nc1ccc2ccccc2n1)c1ccccc1Cl | -0.3 | -0.1 | 5 | -1 | 2 | -1 | -1.9 | 6 | 98 | 4
Cc1no[n+]([O-])c1COc1ccccc1/C=C1\NC(=S)NC1=O | -0.3 | -0.2 | -2 | -4 | -1 | 12 | -1.4 | 4 | 107 | 3
COc1ccc(-c2nc(N)ncc2-c2csc(C)n2)c(O)c1OC | 0.0 | 4.2 | -5 | 2 | 7 | 1 | -2.1 | 2 | 87 | -6
CN(NC(=O)c1ccccc1F)c1ccc([N+](=O)[O-])cn1 | 0.0 | -0.4 | 3 | -2 | 2 | 7 | 0.2 | 0 | 98 | -20

7 entries from above, reformatted.
Molecule,aDG glyco up,hiPSC survival,m5-HT2A agonist,Glyco luc inh,Granule exo inh,H9c2 protect,MC4R ag barr,MC4R antag cAMP,ABCB6 inh MLPCN,ABHD5-PLIN5 inh
COc1ccc(NC(=O)N(C2CCCCC2)C2CCN(C(C)C)CC2)c(OC)c1,-0.3,-0.6,-6,-2,70*,12,0.5,7,97,7
COC(=O)C(=N/Nc1ccccc1C(=O)OC)/C(C)=N/O,0.1,0.0,6,0,0,4,8.8*,-1,100,2
CCOCCCn1c(SCC(=O)NC2CCCCC2)nc2ccccc2c1=O,0.3,-2.0,4,-1,-3,7,2.6,8,96,7
CC1=NN(C(=O)c2ccccc2)C(O)(c2ccc(Br)cc2)C1 (stereo not drawn),0.1,0.3,2,-2,0,19,-0.7,15,96,3
Cc1ccc(-n2c(N)c(C#N)c(-c3ccccc3)c(C#N)c2=O)cc1,-0.6,-0.6,5,3,-5,-8,1.4,7,100,-5
CC[C@]12c3[nH]c4ccccc4c3CCN1C(=O)C(CC(=O)NCc1cccc(C(F)(F)F)c1)C[C@@H]2C(=O)N1CCN(C(=O)c2ccco2)CC1 (stereo partly drawn),0.2,-2.9,22*,0,-5,-7,-1.0,0,96,8
CCOC(=O)c1ccc(N2C(=O)C3ON(c4ccccc4)C(c4ccco4)C3C2=O)cc1 (stereo not drawn),0.3,0.9,2,0,19,22,-0.1,1,104,-4

Additional entries
SMILES | aDG glyco up | hiPSC survival | m5-HT2A agonist | Glyco luc inh | Granule exo inh | H9c2 protect | MC4R ag barr | MC4R antag cAMP | ABCB6 inh MLPCN | ABHD5-PLIN5 inh
COc1ccc(C(=O)Nc2cc(C)nn2-c2nc3ccccc3[nH]2)c(OC)c1 | -0.7 | 0.0 | -1 | 9 | 2 | 63* | -0.3 | -6 | 90 | -1
CCOC(=O)c1nc(Nc2ccc(Nc3ccccc3)cc2)c2ccccc2n1 | -0.6 | 5.3 | 1 | 7 | -1 | 28 | -0.4 | 6 | 96 | -3
Nc1ccc2nc(-c3ccccc3)sc2c1 | 0.0 | -6.4 | -3 | -20 | -2 | -18 | 0.4 | 4 | 99 | 1
COC(=O)CSc1nnc(CCc2nc3ccccc3[nH]2)n1C | -0.2 | -4.0 | 1 | 2 | -2 | -6 | -0.9 | 14 | 106 | 1
Cc1nc(C)c(C(=O)NNS(=O)(=O)c2ccccc2)s1 | 0.1 | 0.0 | 8 | -1 | -2 | -2 | -2.7 | 6 | 100 | 0
O=c1c2ccccc2ncn1-c1ccccc1F | -0.2 | 2.4 | -1 | 6 | -2 | 0 | -3.9 | 2 | 100 | -3
COc1ccc(C(C(O)C(=O)c2c[nH]c3ccccc23)N2CCN(c3ccccc3)CC2)cc1 (stereo not drawn) | -0.1 | -0.8 | 2 | -3 | -2 | 8 | -0.9 | 5 | 94 | 0
CCOC(=O)C(=O)Nc1cc(C)nn1-c1nc2ccccc2[nH]1 | 0.1 | -0.4 | -2 | 2 | 0 | 7 | 1.7 | 2 | 95 | 1
Nc1ccccc1SC1CC(=O)N(c2ccccc2Cl)C1=O (stereo not drawn) | -0.2 | -0.8 | 2 | 2 | -8 | -3 | -2.0 | 1 | 98 | -2
Nn1c(SCC(=O)NC2CCCc3ccccc32)nnc1-c1cccs1 (stereo not drawn) | 0.1 | -0.1 | -5 | 6 | 0 | -2 | -1.4 | 8 | 97 | 1
O=C(NC1CCCCC1)c1ccc(S(=O)(=O)NCc2ccco2)cc1 | 0.2 | 3.0 | -6 | -1 | 2 | -2 | -0.1 | 7 | 99 | 2
Cn1c(-c2ccc(F)cc2)cc2onc(-c3ccccc3Cl)c2c1=O | 0.9 | 1.5 | 0 | -11 | 18 | -17 | -0.4 | 5 | 95 | 9
O=C(CCCOc1ccc(Cl)cc1Cl)n1nnc2ccccc21 | 0.1 | 0.3 | 1 | 4 | -4 | 2 | 0.9 | 3 | 101 | -3
COc1cc(/C=C/C(=O)c2ccc(F)cc2)cc(OC)c1OC | 1.1 | -0.6 | -4 | 8 | 0 | 0 | -1.2 | 11 | 100 | 38*
COc1ccc(NC(=O)N2CCCC2C(=O)Nc2ccccc2F)cc1 (stereo not drawn) | 0.1 | -0.2 | 5 | 2 | -4 | 2 | 2.5 | 4 | 100 | -2
CCC(=O)Nc1nc(C)c(C(=O)NC2CCCCC2)s1 | 0.0 | 3.4 | 0 | 2 | -1 | -4 | -2.5 | 0 | 95 | 1
Cc1cc(C(=O)O)cc(S(=O)(=O)Nc2ccccc2C(=O)NC(C)c2ccccc2)c1C (stereo not drawn) | 0.2 | -0.4 | -1 | 1 | 1 | -3 | -0.5 | 14 | 106 | 4
CN(C(=S)NC(=O)Cc1ccccc1)c1ccccc1 | -0.2 | -0.5 | -4 | 0 | -4 | -3 | -1.4 | 8 | 97 | 0
COc1cccc(-c2csc(N3CCN(C(=O)Nc4ccc(F)cc4)CC3)n2)c1 | 1.2 | -2.7 | -3 | 1 | -3 | 12 | -0.2 | 3 | 97 | -7

Compound activity deposited in PubChem by several laboratories.
